# NPY2 pot ag: potentiates or activates human NPY-Y2 receptor. activation, % at 3.6 µM. hit rate 0.45% among 220,000. P49146. cells expressing NPY-Y2, potentiator/agonist read-out; in the data active = activation above about 27%;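 note: cells stimulated with NPY near EC25 plus isoproterenol at EC100; 0% = vehicle plus submaximal agonist and 100% = vehicle plus saturating agonist; some results beyond the cut were filed as inactive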
# Target sequence (P49146 whole entry, looked up): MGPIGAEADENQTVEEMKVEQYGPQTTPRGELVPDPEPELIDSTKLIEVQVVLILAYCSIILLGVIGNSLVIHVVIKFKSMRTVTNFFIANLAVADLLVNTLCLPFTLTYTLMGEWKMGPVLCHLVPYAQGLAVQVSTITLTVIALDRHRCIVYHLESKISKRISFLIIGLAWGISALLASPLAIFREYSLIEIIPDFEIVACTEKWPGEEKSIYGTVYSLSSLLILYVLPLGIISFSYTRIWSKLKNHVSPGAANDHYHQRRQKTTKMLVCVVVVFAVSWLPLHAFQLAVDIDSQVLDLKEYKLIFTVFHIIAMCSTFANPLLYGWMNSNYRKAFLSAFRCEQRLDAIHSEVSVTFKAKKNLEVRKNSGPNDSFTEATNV
# Ba/F3 V617F tox: loss of viability in JAK2V617F-driven Ba/F3 cells. inhibition, % at 5.6 µM. Ba/F3 EpoR-JAK2V617F viability, ATP luminescence. hit rate 1.1% among 220,000. AID 1446;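 active = inhibition above the campaign mean plus 3 SD over all tested compounds, cut at about 24% in these data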;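 note: cytokine-independent growth of Ba/F3 cells driven by EpoR plus mutant JAK2; 0% = DMSO-treated cells and 100% = JAK inhibitor I control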
# NPY Y1 blocker: blocks the human neuropeptide Y Y1 receptor | P25929 | HEK293-CNG Y1 cells, membrane potential fluorescence; NPY at EC95, then isoproterenol | inhibition, % at 3.6 µM | hit rate 1% among 200,000 | AID 1040;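 active = inhibition above the campaign mean inhibition of all tested compounds plus 3 SD, cut at about 20% in these data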;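 note: 0% = DMSO wells given NPY plus isoproterenol and 100% = isoproterenol alone without NPY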
#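 System: HEK293 cells with Y1 receptor plus CNG channel / Probe or stimulus: NPY 25 nM then isoproterenol 1 µM plus Ro 20-1724 25 µM / Compound: one concentration, 3.6 µM, in 0.4% DMSO / Schedule: compound incubation 1 h at room temperature, readout 45 min post-stimulation / Measured by: membrane potential fluorescence / Read-out: % inhibition of NPY effect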
# S1P4 antag: human S1P4 receptor antagonism | S1P4-expressing cells, antagonist mode, reporter read-out | inhibition, % at 4.98 µM | hit rate 0.26% among 220,000 | AID 1510; in the data active = inhibition above about 29%;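 note: 0% = wells stimulated with agonist and 100% = vehicle wells without agonist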
# Target sequence (O95977 whole entry, looked up): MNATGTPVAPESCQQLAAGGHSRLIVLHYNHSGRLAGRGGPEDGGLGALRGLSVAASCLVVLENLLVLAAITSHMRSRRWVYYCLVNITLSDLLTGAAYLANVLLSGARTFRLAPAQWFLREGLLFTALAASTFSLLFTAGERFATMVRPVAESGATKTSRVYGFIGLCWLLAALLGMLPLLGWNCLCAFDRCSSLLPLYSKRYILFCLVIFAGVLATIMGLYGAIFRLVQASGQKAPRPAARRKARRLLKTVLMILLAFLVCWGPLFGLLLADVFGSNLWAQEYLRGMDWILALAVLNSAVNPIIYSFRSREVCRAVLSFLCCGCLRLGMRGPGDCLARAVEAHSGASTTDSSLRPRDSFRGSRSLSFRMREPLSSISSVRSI
# Runt-CBFb FRET: Runt domain-CBFb interaction inhibition. Cerulean-Runt/Venus-CBFb FRET ratio 530/480, 1 h. inhibition, % at 20 µM. hit rate 0.46% among 220,000. AID 1496;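 active = inhibition over about 50% at 20 µM in the single-dose screen, limit read from the data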;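 note: 0% = DMSO wells and 100% = excess unlabeled CBFb competitor control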
#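 Measured by: fluorescence energy transfer, 422 nm excitation, 530/480 nm emission; test system: Cerulean-tagged RUNX1 Runt domain (FRET donor) fusion protein; buffer or medium: Tris pH 7.5 buffer with BSA; compound: one dose, 20 µM compound, 1% DMSO; times: two 1 h room-temperature incubations shielded from light; benchmarks: unlabeled CBFb 5 µM, positive control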
# S1P4 agonist: activates the human S1P4 receptor; O95977; hit rate 0.35% among 220,000; activation, % at 4.98 µM; S1P4-expressing cell line, agonist reporter assay; AID 1509; in the data active = activation above about 11%;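 note: 0% = DMSO vehicle and 100% = reference agonist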
# RBBP9 inhibitor: blocks human serine hydrolase RBBP9; O75884; recombinant RBBP9, FP-Rh probe fluorescence polarization; inhibition, % at 7.94 µM; hit rate 0.2% among 220,000;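 active = inhibition above the campaign mean of all tested compounds plus 3 SD, cut at about 14% in these data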;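 note: plate controls were DMSO wells with RBBP9 for no effect and wells lacking RBBP9 protein for full effect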
# Target sequence (O75884 whole entry, looked up): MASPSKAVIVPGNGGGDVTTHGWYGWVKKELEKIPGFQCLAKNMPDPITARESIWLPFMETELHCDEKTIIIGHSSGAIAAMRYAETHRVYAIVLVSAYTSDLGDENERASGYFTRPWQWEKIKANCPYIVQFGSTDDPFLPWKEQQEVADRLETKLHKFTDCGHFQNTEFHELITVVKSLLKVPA
#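 Measured by – fluorescence polarization · Test system – RBBP9 protein · Input – 2.5 µM RBBP9 dispensing solution, before mixing · Measure – percent inhibition from mP, scaled between DMSO and no-protein wells · Benchmarks – DMSO-treated enzyme wells and wells lacking RBBP9 · Times – preincubation 30 min plus labeling 45 min at 25 °C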
# NPY1 pot ag: potentiators or agonists of human neuropeptide Y receptor Y1. P25929. NPY-Y1 expressing cells, potentiator/agonist activation. activation, % at 3.6 µM. hit rate 0.37% among 220,000. AID 1304; in the data active = activation above about 33%, passing the limit was not always enough;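 note: cells stimulated with NPY at EC10 then isoproterenol at EC100; 0% = low agonist plus stimulus and 100% = saturating agonist plus stimulus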
# BaF3 tox: counter-screen for JAK2V617F inhibitors: parental Ba/F3 viability inhibitors. hit rate 1.1% among 220,000. inhibition, % at 5.6 µM. CellTiter-Glo ATP luminescence;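 active = inhibition above a per-campaign cutoff, the mean inhibition of all tested compounds plus 3 SD, cut at about 27% in these data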;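 note: 0% = DMSO wells and 100% = JAK Inhibitor I control wells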
# Starred values were filed as active, the others as inactive; nt = no result given; & = joins results of further samples.
SMILES,NPY2 pot ag,Ba/F3 V617F tox,NPY Y1 blocker,S1P4 antag,Runt-CBFb FRET,S1P4 agonist,RBBP9 inhibitor,NPY1 pot ag,BaF3 tox
COc1cc(/C=N/NC(=O)Cn2nc([N+](=O)[O-])cc2C)cc(Br)c1OCc1ccccc1,3,2,-7,-10,-1,1.7,0,12,9
COC(=O)C(CCSC)NC(=O)c1cccc([N+](=O)[O-])c1 (configuration not stated),-2,5,-1,-2,0,-2.4,-4,6,10
O=C(O)CSCCOc1ccc(OCCSCC(=O)O)cc1,11,-3,-1,0,1,-0.3,2,13,-4
O=C(COC(=O)c1ccc(Oc2ccccc2)cc1)Nc1nnc(-c2ccccc2)o1,4,0,7,-22,0,1.6,-2,-12,1
Cc1ccc(NC(=O)CCSc2nnc(-c3ccco3)o2)cc1,-6,1,5,-20,0,-0.6,-5,-6,3
CCOc1ccccc1C(=O)Nc1ccccc1O,7,-2,-3,-12,-2,-4.0,-8,-6,0
O=C(C1COc2ccccc2O1)N1CCN(c2ccc(F)cc2)CC1 (configuration not stated),-16,2,5,-9,0,-0.7,-12,-11,1
Cc1ccccc1Cn1cc(NC(=O)c2cc(-c3ccco3)on2)cn1,-1,2,1,29,-8,-0.9,-7,-1,11
Cc1ccc(C)n1-n1c(C)nc2scc(-c3ccccc3)c2c1=O,6,-4,7,3,0,3.3,0,-10,1
CCCCCNC(=O)C(C)NS(=O)(=O)c1ccc(OC)cc1 (configuration not stated),-1,-3,5,5,-2,1.6,6,-16,3
O=C(CCCCCN1C(=O)c2cccc3cccc(c23)C1=O)NCc1cccnc1,10,-6,nt,3,-1,-1.2,-9,4,0
Nn1c(Cc2ccccc2)n[nH]c1=S,-6,-2,3,3,9,0.1,-7,13,1
COc1ccc(CC(=O)Nc2oc(-c3ccccc3)c(-c3ccccc3)c2C#N)cc1OC,-11,0,9,-22,-2,0.2,-11,-30,3
CSc1ccc(/C=N/NC(=O)c2cccc(O)c2)cc1,5,-4,-6,4,2,-0.2,-4,12,3
COCc1cc(C2C(C(=O)c3ccco3)=C(O)C(=O)N2CCOCCO)ccc1O (configuration not stated),-12,7,1,3,-1,-0.5,-14,-2,4
CC(=O)C(N=Nc1ccccc1)(Sc1nnc(-c2ccccc2)n1-c1ccccc1)C(=O)Nc1ccccc1 (configuration not stated),6,-4,-2,-16,-1,-1.8,-8,29,3
Cc1cccc(C)c1NC(=O)COC(=O)c1ccccc1Nc1ccccc1,16,-4,9,-27,1,1.1,0,9,1
C=CCNCCOCCOc1ccc(C)cc1[N+](=O)[O-],1,3,-4,-21,1,-1.5,-5,-4,8
O=C(COc1ccc(Cl)cc1Cl)Nc1ccc(Cl)cn1,-21,6,5,-1,-3,-0.5,-7,-35,10
CC(=O)Nc1ccc(NC(=O)CN(c2cccc(C)c2)S(C)(=O)=O)cc1,-16,0,4,6,-1,-2.9,1,-1,3
CCOc1ccccc1CNC(=O)Cn1c(=O)oc2ccccc21,16,-4,3,-6,2,-2.5,-2,10,11
Cc1cccc(Nc2sc(C(=O)c3cc4cc(Cl)ccc4o3)c(N)c2C#N)c1,-3,-4,nt,-1,-12,0.1,-2,16,-1
COc1ccc(NC(=O)CC2C(=O)N(c3cccc(OC)c3)C(=O)N2C2CCCCC2)cc1 (configuration not stated),10,0,-4,-14,-3,0.4,-1,21,2
Cc1cccc2cc(C#N)c(SCC(=O)NCC3CCCO3)nc12 (configuration not stated),-2,-1,-4,-31,-3,-1.4,-2,7,4
CN(C)c1ccc(N2C(=O)CSC2=S)cc1,-2,-5,-4,-12,38,1.4,4,3,0
SMILES,NPY2 pot ag,Ba/F3 V617F tox,NPY Y1 blocker,S1P4 antag,Runt-CBFb FRET,S1P4 agonist,RBBP9 inhibitor,NPY1 pot ag,BaF3 tox
CCCOc1ccc(NC(=O)CC2C(=O)N(CC)C(=S)N2CCCN2CCN(Cc3ccccc3)CC2)cc1 (configuration not stated),6,5,0,10,-1,-0.6,-1,-5,11
COc1cc2c(cc1OC)-c1nnc(-c3ccco3)n1C1(CCCC1)C2,-3,-1,3,-7,-4,-1.2,-10,0,5
CCOC(=O)C1CCCN(Cc2c(C(=O)N3CCOCC3)nc3ccccn23)C1 (configuration not stated),-16,-1,0,-13,1,-0.6,-6,16,4
COc1ccc(OC)c(N(CC(=O)N2CCC(C)CC2)S(=O)(=O)c2ccc(OC)c(OC)c2)c1,5,-3,2,-13,-2,0.0,-1,10,3
Cc1occc1-c1nnc(SCC(=O)c2ccc(F)cc2)n1Cc1ccco1,-7,-4,3,-23,15,1.1,-7,3,3
O=C(CCc1nnc(C2CCCCC2)o1)N1CCC(Oc2cccnc2)CC1,-19,0,2,-9,nt,0.4,-11,-6,3
COc1ccc(C(=O)On2c(-c3ccc(Br)cc3)nc3ccccc3c2=O)cc1,-2,-1,8,-17,1,0.4,-3,-12,1
O=C(COc1ccccc1)N1CCN(C(=O)c2cccs2)CC1,3,2,12,-17,-2,-0.2,-8,-15,1
O=c1c2ccccc2nc2c3ccccc3c(Cl)nn12,-4,-2,4,-12,nt,0.5,-5,5,5
CCc1cc(C(=O)N2CCCC(C(=O)c3cccc4ccccc34)C2)n(C)n1 (configuration not stated),16,1,-4,-3,-1,2.3,7,7,4
Cc1ccc(/C=C/C(=O)Nc2ccc(Oc3ccccc3)cc2)o1,-4,4,-3,-7,34,0.9,-6,7,6
CCCCSc1nnc(-c2cc3c(C(F)(F)F)nn(C)c3s2)n1C,-17,-1,4,-11,-9,-0.1,-8,-20,7
CC(NS(=O)(=O)c1ccccc1)C(c1cccs1)N1CCN(c2ccccc2)CC1 (configuration not stated),14,-3,-2,4,-1,-2.5,-3,28,-2
CC(C)NC(=O)c1ccccc1NC(=O)Cc1ccc(Br)cc1,3,3,-3,11,0,1.7,4,2,6
CCCN(CCC)C1=N/C(=C\c2ccco2)C(=O)N1c1ccccc1,1,-1,0,-12,-1,-0.7,3,-2,0
NC(=O)COC(=O)c1cccc(S(=O)(=O)N2CCN(c3ccc(F)cc3)CC2)c1,5,1,-5,-27,0,0.6,-12,6,7
CCN(CC)S(=O)(=O)c1cccc(NC(=O)CSc2nc3ccccc3[nH]2)c1,14,2,-3,-6,-2,1.2,-10,-11,3
O=C1COc2ccc(C(=O)CSc3ccccc3C(=O)O)cc2N1,-12,0,nt,9,-2,0.7,-7,-5,-2
COc1ccc(OC)c(-c2cc(C(F)(F)F)c3c(n2)sc2c(O)cc(=O)[nH]c23)c1,2,-3,9,-24,-2,-1.8,1,-5,7
O=C(OCc1nnc(-c2ccccc2)o1)c1ccc2ccccc2n1,1,0,7,-8,0,0.7,1,-30,3
COc1ccc(Cn2nnnc2C(c2cc(OC)ccc2OC)N2CCC(C(N)=O)CC2)cc1 (configuration not stated),-10,9,-1,-14,-1,-0.4,-1,1,9
C=CCN(Cc1nc(-c2cc(OC)c3c(c2)OCO3)oc1C)C1CCS(=O)(=O)C1 (configuration not stated),-10,-4,0,-6,2,0.9,-6,11,3
Fc1ccc2c(c1)C(c1ccc(N3CCOCC3)cc1)=NNC(c1cccs1)=N2,-2,-2,2,1,-1,-1.1,-5,6,2
Cn1c(NNC(=O)c2c(F)cccc2F)cc(=O)n(C)c1=O,1,-3,nt,3,11,0.8,-2,4,4
CC(C)(C)c1ccc(C(=O)Nc2ccc(CC(=O)O)cc2)o1,16,0,2,2,2,-0.7,-2,16,4

# 2 consecutive compounds from above:
SMILES,NPY2 pot ag,Ba/F3 V617F tox,NPY Y1 blocker,S1P4 antag,Runt-CBFb FRET,S1P4 agonist,RBBP9 inhibitor,NPY1 pot ag,BaF3 tox
Cn1c(NNC(=O)c2c(F)cccc2F)cc(=O)n(C)c1=O,1,-3,nt,3,11,0.8,-2,4,4
CC(C)(C)c1ccc(C(=O)Nc2ccc(CC(=O)O)cc2)o1,16,0,2,2,2,-0.7,-2,16,4

# (further entries)
SMILES,NPY2 pot ag,Ba/F3 V617F tox,NPY Y1 blocker,S1P4 antag,Runt-CBFb FRET,S1P4 agonist,RBBP9 inhibitor,NPY1 pot ag,BaF3 tox
CCOc1ccc(N2C(=O)c3cccnc3C2Nc2ccc(F)cc2)cc1 (configuration not stated),-8,-3,-2,-7,-1,0.3,6,16,1
Cc1cc(Cl)c(S(N)(=O)=O)cc1OCC(N)=O,-6,-2,-6,-2,2,-0.8,-5,-21,1
COc1ccc2nc(Cl)c(C3CC(c4ccco4)=NN3C(=O)CCCC(=O)O)cc2c1 (configuration not stated),-14,3,nt,17,4,0.5,-7,-26,-2
CCOC(=O)CCCNC(=O)CCNC(=O)c1ccc(OCC(C)C)cc1,-1,-3,nt,-1,-3,1.5,-2,12,2
CC(=O)NC(=S)Nc1cc(C(F)(F)F)ccc1N1CCOCC1,8,0,0,3,-4,-1.0,-5,4,5
Cc1ccccc1N1C(=O)c2cccc([N+](=O)[O-])c2C1=O,0,-3,-2,-7,-1,2.2,6,10,5
CCOC(=O)c1ccc(Oc2nc(N(C)C)nc(N3CCOCC3)n2)cc1,-3,1,13,0,-4,-0.3,-5,-11,8
O=C(NCc1ccco1)Nc1ccc([N+](=O)[O-])cc1,-7&4,-2&0,-3,-9&-16,2&1,0.1&1.9,4&-1,7&22,-1&5
Cc1ccccc1CN(c1ccc(C(=O)Nc2ccccc2C(=O)NCc2ccco2)cc1)S(C)(=O)=O,7,-2,1,-6,1,0.3,-18,0,3
Cc1ccc(-n2cnc3scc(-c4cccs4)c3c2=O)cc1,2,0,-1,-10,-1,0.1,-1,-29,3
COc1ccccc1C(=O)/C=C/c1ccc(N2CCCCC2)c([N+](=O)[O-])c1,7,2,-2,18,-1,1.2,-6,16,2
C=CCN1C(=O)C2C(C(=O)NCc3ccccc3)C3(C)C=CC2(O3)C1C(=O)NC(C)(C)C (configuration not stated),9,-5,3,-11,-1,-1.1,4,-8,0
CC(=O)NS(=O)(=O)c1ccc(NC(=O)c2ccc(Br)o2)cc1,-1,-3,2,10,3,-0.6,2,6,3
Cc1ccc(N2C(=O)N(CC(=O)NCc3ccc(Cl)cc3)C(=O)C2C)cc1 (configuration not stated),-1,-4,2,-2,-2,-1.1,-6,31,4
CCc1ccccc1NC(=S)N1CCNC(=O)C1CC(=O)OC (configuration not stated),-1,1,3,5,3,0.2,-6,4,2
CC1(C)C(=O)OC(C(=O)c2ccc(Cl)cc2)C(C)(C)C1=O (configuration not stated),15,-4,3,8,2,-0.4,-5,3,2
CCOC(=O)Cn1nc(-c2ccc(C)cc2)c2ccccc2c1=O,-7,0,3,8,nt,0.9,-4,5,10
Cc1nc([N+](=O)[O-])nn1C12CC3CC(CC(Cl)(C3)C1)C2,-1,-4,2,4,1,-1.5,-1,5,0
Cc1cccc(C)c1NC(=O)CCN1C(=O)C2C3CCC(C3)C2C1=O (configuration not stated),-3,4,1,0,20,-3.5,-1,-5,10
O=c1cc(N2CCc3ccccc32)[nH]c(=O)n1-c1ccccc1Cl,-8,-1,6,-2,2,1.9,-11,0,5
